PAD4 inh = inhibitors of human PAD4 | Q9UM07 | recombinant PAD4, RCA probe fluorescence polarization | inhibition, % at 6.36 µM | 0.41% of 330,000 active;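 active = percent inhibition above a cutoff equal to the mean of all tested compounds plus 3 SD, cut at about 15% in these data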;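 note: 0% = PAD4 with RCA probe and DMSO and 100% = probe without PAD4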
pPAFAH FP inh = pPAFAH (human) enzyme inhibition; Q13093; recombinant pPAFAH, FP-rhodamine probe fluorescence polarization; inhibition, % at 3.39 µM; 1.5% of 330,000 active;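 active = inhibition above the mean inhibition across the screen plus 3 SD, cut at about 25% in these data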;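 note: inhibitors block binding of the rhodamine activity-based probe so polarization drops; 0% = enzyme with DMSO and 100% = wells lacking pPAFAH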
Target sequence (Q13093 whole entry, looked up): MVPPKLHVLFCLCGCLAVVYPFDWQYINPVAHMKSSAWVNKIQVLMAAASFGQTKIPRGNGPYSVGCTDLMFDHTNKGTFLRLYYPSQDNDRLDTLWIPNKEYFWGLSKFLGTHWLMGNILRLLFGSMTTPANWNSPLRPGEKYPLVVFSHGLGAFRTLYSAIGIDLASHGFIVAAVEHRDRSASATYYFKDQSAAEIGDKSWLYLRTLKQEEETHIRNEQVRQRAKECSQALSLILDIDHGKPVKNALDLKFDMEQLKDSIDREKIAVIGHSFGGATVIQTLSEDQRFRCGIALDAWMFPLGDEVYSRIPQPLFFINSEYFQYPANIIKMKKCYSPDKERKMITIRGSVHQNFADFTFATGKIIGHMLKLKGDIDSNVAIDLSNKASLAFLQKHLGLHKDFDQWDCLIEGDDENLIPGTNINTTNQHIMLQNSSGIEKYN
PME-1 primary = PME-1 (human) inhibition. Q9Y570. recombinant PME-1, FP-Rh probe fluorescence polarization. inhibition, % at 5.9 µM. 0.53% of 320,000 active. AID 2130;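 active = inhibition above the campaign mean of all compounds plus 3 SD, cut at about 26% in these data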;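 note: competitive labeling of PME-1 active site by serine hydrolase directed probe; 0% = PME-1 with DMSO and 100% = wells lacking PME-1 enzyme; inhibitors block probe labeling so polarization falls and inhibition rises; many of its hits are not listed in these tables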
PAFAH1B2 FP inh = PAFAH1B2 (human) inhibition | P68402 | recombinant PAFAH1B2, FP-rhodamine activity probe, fluorescence polarization | AID 492953 | inhibition, % at 3.39 µM | 1.2% of 340,000 active;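 active = inhibition above the mean of all tested compounds plus 3 SD, cut at about 24% in these data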;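 note: 0% = enzyme with DMSO and 100% = wells lacking PAFAH1B2; many of its hits are not listed in these tables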
GSTO1 inh = blocks human GSTO1 in RBBP9 counter-screen | recombinant GSTO1, activity-based probe fluorescence polarization | inhibition, % at 5.96 µM | 1.1% of 300,000 active;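 active = inhibition above the campaign mean inhibition plus 3 SD, cut at about 35% in these data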;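 note: 0% = GSTO1-1 with DMSO and 100% = wells lacking GSTO1-1 enzyme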
Target sequence (P78417 whole entry, looked up): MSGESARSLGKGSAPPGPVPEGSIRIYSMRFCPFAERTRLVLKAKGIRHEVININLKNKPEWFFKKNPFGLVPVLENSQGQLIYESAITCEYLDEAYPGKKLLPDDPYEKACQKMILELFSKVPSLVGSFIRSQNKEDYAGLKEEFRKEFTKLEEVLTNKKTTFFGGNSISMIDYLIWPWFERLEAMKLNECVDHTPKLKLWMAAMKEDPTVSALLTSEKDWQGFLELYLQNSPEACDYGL
PREPL inh = inhibitors of human prolyl oligopeptidase-like enzyme PREPL; 0.68% of 320,000 active; inhibition, % at 5.96 µM; recombinant PREPL, fluorescence polarization activity-based probe; AID 2751; in the data active = inhibition above about 43%;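 note: 0% = enzyme with DMSO and 100% = wells lacking enzyme; many of its hits are not listed in these tables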
PAFAH1B3 inh = inhibitors of human PAFAH1B3 | inhibition, % at 3.39 µM | Q15102 | AID 492972 | recombinant PAFAH1B3, FP-rhodamine probe, fluorescence polarization | 0.28% of 340,000 active;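 active = inhibition above the screen-wide average of all tested compounds plus 3 SD, cut at about 25% in these data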;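 note: 0% = enzyme with DMSO only and 100% = wells lacking PAFAH1B3 protein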
LYPLA2 inh = LYPLA2 (human) inhibition in PME1 counter-screen; O95372; recombinant LYPLA2, FP-Rh probe fluorescence polarization; inhibition, % at 5.9 µM; 0.38% of 320,000 active; AID 2177;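 active = inhibition above the screen-wide mean plus 3 SD, limit set per campaign, cut at about 26% in these data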;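 note: 0% = LYPLA2 with DMSO and 100% = wells lacking LYPLA2 enzyme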
LYPLA1 counter = blocks human lysophospholipase 1, a PME1 counter-screen; O75608; recombinant LYPLA1, FP-Rh probe fluorescence polarization; inhibition, % at 5.9 µM; 0.16% of 320,000 active; AID 2174;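 active = inhibition above the mean of all tested compounds plus 3 SD, set per campaign, cut at about 14% in these data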;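 note: inhibitors block serine hydrolase probe labeling of LYPLA1 so polarization falls; 0% = enzyme with DMSO and 100% = wells lacking LYPLA1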
Target sequence (O75608 whole entry, looked up): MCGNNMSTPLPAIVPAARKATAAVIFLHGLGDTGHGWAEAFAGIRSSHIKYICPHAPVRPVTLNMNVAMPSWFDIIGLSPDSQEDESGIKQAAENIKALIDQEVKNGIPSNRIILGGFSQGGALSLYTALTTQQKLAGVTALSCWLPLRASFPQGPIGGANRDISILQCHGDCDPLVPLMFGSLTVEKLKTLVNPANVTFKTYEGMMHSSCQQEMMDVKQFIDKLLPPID
Active calls of the source: *; / = not tested or not shown; & = joins results of further samples. Some of the compounds tested; rates above refer to the full screens.

Below each SMILES: PAD4 inh, pPAFAH FP inh, PME-1 primary, PAFAH1B2 FP inh, GSTO1 inh, PREPL inh, PAFAH1B3 inh, LYPLA2 inh, LYPLA1 counter
COc1ccc(S(=O)(=O)N2CCCCCC2)cc1N(C)S(=O)(=O)c1ccc(C)cc1
→ 1, 7, 8, 1, 9, 15, 3, -8, 3
c1ccc(CCN2CN=C(Nc3nc4ccccc4s3)NC2)cc1
→ -2, 1, -2, 11, 6, -13, 3, -3, -1
CCn1c(SCC(=O)Nc2sc3c(c2C#N)CCCC3)nnc1-c1ccncc1
→ -7, 4, 3, 8, -2, 25, 7, -2, -2
Cc1ccc(C(=O)C[n+]2cc(-c3ccccc3)n3c2CCCCC3)cc1
→ -7&-5, -6&0, -3&-9, -2&3, 2&9, 17&40, 8&-2, -5&-7, 2&-3
Cc1ccc(-c2nnn(CC(=O)N(Cc3ccco3)C(C(=O)NC(C)(C)C)c3ccncc3)n2)o1 (stereo unspecified)
→ -4, -5, 4, 5, 2, 10, 0, -7, -1
Cc1cc(C)cc(OCC(=O)Nc2cccc(C(=O)O)c2)c1
→ -1, 9, 2, 1, -2, 0, 3, 2, -1
CCOC(=O)c1cc2cc(OCc3ccccc3)ccc2nc1C
→ -1, 10, -13, 8, 7, -11, 3, 2, -4
Oc1c(CN2CCCC(C(F)(F)F)C2)cc(Cl)c2ccccc12 (stereo unspecified)
→ -10, 4, 1, -3, 28, 16, 3, -2, 0
COc1ccc(N(CC(=O)NC2CCCC2)S(=O)(=O)c2ccc(NC(C)=O)cc2)cc1
→ -1, -2, -1, 2, -1, 3, 4, 1, -3
CCOC(=O)c1c(NC(=O)c2cccs2)sc2c1CCCC2
→ -3, -4, 8, -1, 2, 19, -2, 7, 1
Cc1ccccc1OCC(=O)OCC(=O)Nc1ccc(Cl)cn1
→ 1, 8, 3, 3, /, 12, 10, -2, 2
Cc1ccc(CN2CCN(Cc3c(C)nn(C(C)C)c3C)CC2CCO)o1 (stereo unspecified)
→ -5, 5, -1, -1, 2, -2, 8, 3, 1
Cc1nn(-c2ccccc2)c(Oc2ccc(F)cc2)c1/C=N/n1cnnc1
→ 5, 3, -5, 1, -4, 8, 6, 4, 0
CCc1nnc(SCC(=O)Nc2ccc(N3CCN(S(C)(=O)=O)CC3)cc2)o1
→ 2, 1, 5, 5, 1, -4, 7, 0, -1
Cc1ccccc1NC(=O)COC(=O)c1cc[n+]([O-])cc1
→ 2, 3, 6, 2, 2, 1, -2, 3, 1
CCc1nc2ccc(C(=O)Nc3ccc4c(c3)OCO4)cc2nc1CC
→ 3, 1, -2, -6, 4, 15, 8, 2, 2
COc1ccccc1CN(C(=O)CCl)C(C(=O)NC1CCCCC1)c1ccncc1 (stereo unspecified)
→ 3, 11, 2, 1, 28, 35, 9, 9, 5
COC(=O)Nc1ccc(S(=O)(=O)N2CCCC(C(=O)N3CCC(C)CC3)C2)cc1 (stereo unspecified)
→ 3, -10, -1, 5, 2, 15, 12, -9, 0
COc1ccc(C(C(=O)NCC2CCCO2)N(C(=O)CNC(=O)c2cccs2)c2ccc(NC(C)=O)cc2)cc1OC (stereo unspecified)
→ 0, 4, 1, 8, -15, -13, -1, 4, 1
Clc1ccc(-n2cc(-c3ccc(Br)cc3)[n+]3c2CCCCC3)cc1
→ 3, 2, -3, 7, 1, 14, 3, -4, -3
C/C(CC(=O)Nc1cccc(Cl)c1Cl)=N\NC(=O)C(=O)N1CCCC1
→ 3, 1, -2, 3, -4, 1, 9, -2, -3
COc1ccc(OC)c(NC(=O)CCN2CC(C)CC(C)C2)c1 (stereo unspecified)
→ -2, -2, 1, 0, 0, -4, -3, 4, 0
Cc1onc(-c2ccccc2)c1C(=O)c1c[nH]c(C(=O)NCc2ccccn2)c1
→ 4, 3, 4, -5, -5, 14, 1, 3, 2
CCC(C)n1c(-c2cccc(S(=O)(=O)N(CC)CC)c2)n[nH]c1=S (stereo unspecified)
→ 2, 2, 2, 7, 0, 6, 11, 4, 4
Cc1ccc(Nc2nc(C(=O)N3CCC(C(=O)NC(C)C)CC3)cs2)cc1
→ -5, 5, 3, -5, -5, -2, -2, 0, 0
C[C@@H]1CN([C@H](C)CO)C(=O)c2cc(NC(=O)Cc3ccccc3)ccc2O[C@H]1CN(C)Cc1ccc(Oc2ccccc2)cc1
→ 1, 25*, /, 0, /, 22, -3, /, /
COc1ccc(C(=O)Nc2cc3c(cc2C#N)OCO3)cc1S(=O)(=O)N1CCN(C)CC1
→ -2, -5, -1, 1, 1, 3, -1, -9, -2
CC(NC(=O)COC(=O)/C=C/c1ccc([N+](=O)[O-])cc1)c1ccccc1 (stereo unspecified)
→ -1, 11, -7, -4, 3, 10, -2, 4, -1
CCCCC(=O)Nc1cccc(NC(=O)c2ccc3c(c2)OCO3)c1
→ 1, -5, -7, -2, -1, 1, 2, -7, -3
CCCCC(=NCCc1c(C)[nH]c2ccc(OC)cc12)C1=C(O)CC(c2ccccc2)CC1=O (stereo unspecified)
→ -2, 9, 3, -3, 4, 18, 9, 1, 0
CC(C)Oc1ccc(C(CC(=O)N(C)CCC#N)c2ccc(F)cc2)cc1 (stereo unspecified)
→ 4, 1, 4, 5, 6, 10, 4, 10, 2
COc1ccc(N2CCN(Cc3cc(=O)oc4cc(C)c(Cl)cc34)CC2)cc1
→ 0, 5, -4, 5, 4, 9, 3, -1, -1
Cc1cc(C)cc(N(CC(=O)O)S(=O)(=O)c2c(C)noc2C)c1
→ -2, -3, -3, 0, 10, 15, 6, 3, 4
CCOC(=O)/C(C#N)=C/Nc1ccccc1OC
→ -7, 4, 3, -2, -1, -2, -2, 4, 2
CCCCn1c(=O)[nH]c(=O)c2c1nc(-c1ccccc1F)n2Cc1ccccc1
→ 0, 11, 12, 2, 1, 6, -2, 2, 0
Cc1cc(C(=O)NCC(c2cccs2)N2CCOCC2)ccc1[N+](=O)[O-] (stereo unspecified)
→ 2, -1, -6, -1, 6, 3, -4, 5, 2
CC(=O)Nc1ccc(S(=O)(=O)NC2(C(F)(F)F)NC(=O)N(C3CCCCC3)C2=O)cc1 (stereo unspecified)
→ 0, 0, 1, 23, 0, 6, 4, 5, 2
S=C(NCc1ccco1)N1CCN(c2cccc(Cl)c2)CC1
→ -3, 15, 4, 5, 4, -18, 0, 10, 0
Cn1c(Cc2ccc3c(c2)OCO3)nnc1SCC(=O)N1CCc2ccccc2C1
→ -4, 2, -1, 7, 12, 14, 7, -8, -2
COc1cc(C(=O)COC(=O)c2ccco2)cc(OC)c1OC
→ 4, -1, /, 5, /, 25, 6, /, /
CCOC(=O)/C(=C\c1ccc(C)cc1)NC(=O)c1ccccc1
→ 2, 5, 9, 4, -1, -4, 0, 9, 4
Cc1nn(Cc2c(Cl)cccc2Cl)c(C)c1C(=O)NCc1ccc(C)n1C
→ -6, 3, 8, -2, 0, 13, 0, -4, -1
CCOC(=O)C1CCCN(Cc2nc(N)nc(Nc3ccc(C)cc3)n2)C1 (stereo unspecified)
→ 0, 4, 2, 0, -2, 24, -3, 4, 1
CC(=O)n1c2ccccc2c2nc(NC(C)C)sc21
→ 1, 2, -2, 2, -7, 9, 0, -1, 0
CCC(C)c1ccccc1OCC(=O)NN1C(=O)c2ccccc2C1=O (stereo unspecified)
→ 0, -1, 5, 3, 1, -6, 5, 2, -1
CC(C)NC(=O)N(O)C1N(C(C)C)C(=O)N(Cc2ccc3c(c2)OCO3)C1(C)C (stereo unspecified)
→ 0, -7, -1, 2, 6, 16, 8, 7, 3
COc1ccc(C(=O)N2CC(c3ccccc3)CC2=O)cc1 (stereo unspecified)
→ 2, 1, 5, 2, 2, 0, 5, -3, 0
O=C(COc1cccc(C(F)(F)F)c1)NNC(=O)Cn1c(=O)cnc2ccccc21
→ -4, 4, -1, -2, -2, -3, 3, 4, 2
CC1(C)Cc2nc3sc4c(SCC(=O)NCc5ccccc5)ncnc4c3cc2CO1
→ 2, -1, 1, 0, -11, -3, 9, -8, -5
CCc1c(C)nc2c(Br)cccc2c1SCCC#N
→ -4, -2, 4, 1, 0, 2, 11, -5, -5
Cc1nc2ccccn2c1-c1ccnc(=S)[nH]1
→ 14, -3, -5, 2, 6, 29, 0, -11, -4
COC(=O)c1nn(-c2ccc(OC)cc2)c(=O)cc1Sc1ccc(C)cc1
→ 0, 5, -1, /, -2, 4, /, -6, -2
CN(C)c1ccc(O)c2c1CC1CC3[C@@H](N(C)C)C(=O)C(C(N)=O)C(=O)[C@]3(O)C(=O)C1C2=O (stereo partly specified)
→ 1, 20, /, 8, /, 20, 16, /, /
Cn1cncc1C#Cc1c(C=O)n(C)c2ccccc12
→ -2, 5, 4, 1, /, 15, 6, 1, 2
COC(=O)Cn1c(CCS(=O)(=O)c2ccc(C)cc2)nc2ccccc21
→ -7, -1, 7, 4, 3, 24, -2, -1, 0
Cc1cccnc1NC(=O)c1ccc(Br)o1
→ 1, 0, -2, 6, 5, -7, 3, -4, -2
CCN(CC)CCNC(=O)c1ccc(NC(=O)COc2ccc3c(c2)CCC3)cc1
→ -5, 0, -40, 4, /, -24, 6, -2, -3
CCCCSc1nc2sc3c(c2c(=O)[nH]1)CCC3
→ -1, 1, 2, -2, -15, 1, 4, 0, -2
Cc1cccc(S(=O)(=O)Nc2ccc(S(=O)(=O)Nc3nccs3)cc2)c1
→ -2, -3, /, 10, /, 5, 4, /, /
O=C(NNC(=O)c1nn(-c2ccc(F)cc2)ccc1=O)c1ccc(C(F)(F)F)cc1
→ 4, 3, 0, 4, 9, 9, 8, 0, -1

Additional entries
Below each SMILES: PAD4 inh, pPAFAH FP inh, PME-1 primary, PAFAH1B2 FP inh, GSTO1 inh, PREPL inh, PAFAH1B3 inh, LYPLA2 inh, LYPLA1 counter
CCc1ccc(C(CC(=O)O)N2Cc3ccccc3C2=O)cc1 (stereo unspecified)
→ -3, 3, -11, 3, -5, -5, 6, -2, -1
O=C(Cn1cc([N+](=O)[O-])cn1)N1CCN(Cc2ccc3c(c2)OCO3)CC1
→ -2, 3, -1, 2, 2, 1, 1, 12, -2
O=S(=O)(c1ccccc1)c1nc(-c2ccco2)oc1NCCN1CCOCC1
→ 0, 3, 1, 3, 10, 3, 2, 2, 2
CCOc1ccc(C(CCc2ccccc2)NC(=O)c2ccc(OC)c(OC)c2)cc1OCC (stereo unspecified)
→ 2, 3, -7, 0, 3, 12, -9, -7, -4

High-throughput results as filed in PubChem BioAssay.
